SENP1 FRET inh: SENP1 (human) catalytic domain inhibition; Q9P0U3; recombinant SENP1 catalytic domain, CyPet-SUMO1-YPet FRET cleavage; inhibition, % at 10 µM; hit rate 0.21% among 360,000;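 active = inhibition at least 30% at 10 µM, raw YFP signal under a set limit, fluorescence ratio 0.5 to 1.5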;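 note: 0% = enzyme with DMSO and 100% = no enzyme wells; some results filed as inactive read as strong as hits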
Target sequence (Q9P0U3 419-644 limits assumed): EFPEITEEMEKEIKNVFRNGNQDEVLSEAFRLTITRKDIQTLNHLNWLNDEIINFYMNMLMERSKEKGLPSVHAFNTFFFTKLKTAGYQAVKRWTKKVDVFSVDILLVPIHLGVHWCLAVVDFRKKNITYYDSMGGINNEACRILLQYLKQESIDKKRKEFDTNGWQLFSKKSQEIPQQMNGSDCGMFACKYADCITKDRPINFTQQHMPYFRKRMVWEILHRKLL
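Assay system – human recombinant His6-tagged SENP1 catalytic domain enzyme · Input – SENP1 enzyme, 20 pM final · Buffer or medium – Tris pH 8 buffer plus EDTA, NaCl, BME, BSA, NP40, catalase · Schedule – 50 min reaction at room temperature · Technique – FRET read of cyan and yellow fluorescence · Control set – no-enzyme wells low, DMSO-plus-enzyme wells high control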
hIAP act: human IAP activation. P09923. purified human IAP, CDP-Star luminescence, 30 min; hits give high values; 1 = vehicle-only enzyme, 0 = enzyme-free background. activation factor at 10 µM. hit rate 0.16% among 330,000;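 active = activation factor of the enzyme at least 2-fold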; note: the source names both 10 and 20 µM as test concentration; values of inactives mirror those of a sister screen read the other way
NR3A LBD binder: modulates the human NR3A ligand-binding domain. NR3A LBD differential scanning fluorimetry, Tm shift; 0% = protein alone, 100% = glycine-bound protein. Tm shift relative to glycine control, % at 25 µM. hit rate 2.5% among 340,000. AID 1259313;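 active = melting temperature shift of at least 10% of the positive control shift, at one fixed dose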
ATG4B inhibitor: ATG4B (human) cysteine protease inhibition | Q9Y4P1 | inhibition, % at 8.33 µM | hit rate 0.51% among 340,000 | ATG4B cleavage of LC3-PLA2, NBD-HPC fluorescence, 1 h; in the data active = inhibition above about 40%
PfG6PD inh: PfG6PD (Plasmodium falciparum) enzyme inhibition | PfGluPho enzyme, NADPH resazurin-diaphorase fluorescence | inhibition, % at 20 µM | hit rate 0.78% among 350,000 | AID 504690;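 active = inhibition reaching at least a set limit at 20 µM in the primary screen, cut at about 59% in these data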;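 note: 0% = DMSO wells with substrate and 100% = DMSO wells lacking glucose-6-phosphate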
SENP6 inh: inhibitors of human SENP6 protease. Q9GZR1. inhibition, % at 10 µM. Recombinant SENP6 catalytic domain, aminoluciferin luminescence. hit rate 1.8% among 330,000;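 active = inhibition above about 50% at the single tested dose, limit read from the data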;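 note: plate controls were DMSO wells with enzyme for no effect and DMSO wells lacking enzyme for full effect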
Target sequence (Q9GZR1 628-1112 limits assumed): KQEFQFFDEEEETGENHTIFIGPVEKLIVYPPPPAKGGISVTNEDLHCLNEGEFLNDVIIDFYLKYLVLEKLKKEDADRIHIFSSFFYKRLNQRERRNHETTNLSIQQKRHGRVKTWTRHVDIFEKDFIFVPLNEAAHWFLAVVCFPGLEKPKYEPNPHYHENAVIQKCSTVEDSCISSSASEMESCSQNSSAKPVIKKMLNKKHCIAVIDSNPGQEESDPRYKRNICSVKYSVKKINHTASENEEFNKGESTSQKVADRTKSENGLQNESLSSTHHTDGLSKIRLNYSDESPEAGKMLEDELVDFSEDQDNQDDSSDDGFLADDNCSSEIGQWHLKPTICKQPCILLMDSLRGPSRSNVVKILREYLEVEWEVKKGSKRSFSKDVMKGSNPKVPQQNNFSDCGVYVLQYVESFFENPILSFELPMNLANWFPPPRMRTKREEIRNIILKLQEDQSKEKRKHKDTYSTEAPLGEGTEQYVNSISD
SENP8 inh: SENP8 (human) protease inhibition. hit rate 0.64% among 360,000. Q96LD8. inhibition, % at 20 µM. recombinant SENP8, Nedd8 substrate fluorescence; in the data active = inhibition mostly above about 40%, no sharp cut-off; inactive = mostly below about 27%
Target sequence (Q96LD8 whole entry, looked up): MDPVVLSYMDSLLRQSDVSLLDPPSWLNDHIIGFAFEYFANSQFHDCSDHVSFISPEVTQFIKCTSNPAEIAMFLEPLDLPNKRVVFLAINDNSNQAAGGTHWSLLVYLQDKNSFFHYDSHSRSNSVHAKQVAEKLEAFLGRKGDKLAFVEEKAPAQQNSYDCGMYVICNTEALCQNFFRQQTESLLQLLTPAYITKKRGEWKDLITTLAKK
MPTP inh: inhibitors of mitochondrial permeability transition pore; isolated mouse mitochondria, Ca2+ swelling absorbance, 30 min; inhibition, % at 10 µM; hit rate 1.4% among 360,000;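 active = inhibition of 50% or more, scaled per plate between neutral and stimulator controls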;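 note: 0% = DMSO wells given calcium and 100% = 1 mM EGTA wells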
Active calls of the source: *; i = inactive; / = not tested or not shown. No enrichment for hits; overall some 6.7% were active at least once.

no.	smiles	SENP1 FRET inh	hIAP act	NR3A LBD binder	ATG4B inhibitor	PfG6PD inh	SENP6 inh	SENP8 inh	MPTP inh
1	c1ccc2cc(CCO[C@H]3CCCCO3)ncc2c1	3	0.98	-3	6	9	11	8	-0.2
2	COc1ccc(-c2oc(=O)c3cc(OC)c(OC)cc3c2C(F)(F)F)cc1	0	0.95	2	-12	13	12	15	32
3	O=C1CC(=O)Nc2ccccc2N1	0	/	/	/	-4	/	8	0.4
4	O=C(c1ccccn1)N1N=C2/C(=C/c3ccccc3)CCCC2C1c1ccccc1 (configuration not stated)	-4	1.2	-2	-13	-8	-24	-14	2.0
5	O=S(=O)(Nc1ccc(-c2ccc3nncn3n2)cc1)c1ccccc1Cl	9	1	1	1	-15	3	-200	-0.8
6	Nc1nn(-c2ccccc2)c2ccc([N+](=O)[O-])cc12	32*	0.97	1	0	10	72*	29	0.5
7	COc1cc(C(=O)N2c3ccccc3CCC2C)cc(OC)c1OC (configuration not stated)	-1	1.2	1	-9	3	4	11	0.2
8	Cc1onc(-c2ccccc2Cl)c1C(=O)Oc1cccc2cccnc12	1	1.1	-1	-8	7	-17	-2	-0.1
9	CC(C)CNS(=O)(=O)c1ccc(S(=O)(=O)N2CCN(CCC#N)CC2)cc1	0	0.95	-1	1	1	-7	11	-1.5
10	O=C(Nc1ccc(Cl)cc1)Nc1ccc2c(c1)OCO2	1	0.97	2	-3	10	3	-30	33
11	Cc1cc2ncn(C3CC(=O)N(Cc4ccccc4)C3=O)c2cc1C (configuration not stated)	2	0.96	1	-1	9	-24	-1	11
12	O=C(COc1ccc(Cl)cc1Cl)N(Cc1ccco1)C1CCS(=O)(=O)C1 (configuration not stated)	-3	1.2	-2	-2	-10	-14	8	0.1
13	COc1cc2ncnc(NCc3ccccc3Cl)c2cc1OC	1	1.1	-1	-6	-6	-17	-27	-4.4
14	COc1ccc(C2C(C#N)=C(N)N(N(C)C)C3=C2C(=O)CC(C)(C)C3)cc1 (configuration not stated)	1	1.1	0	0	-14	-36	4	0.8
15	Cc1ccc(N2Cc3ccccc3C2=S)cc1	-1	1	0	13	0	54*	1	0.5

no.	smiles	SENP1 FRET inh	hIAP act	NR3A LBD binder	ATG4B inhibitor	PfG6PD inh	SENP6 inh	SENP8 inh	MPTP inh
16	COc1ccc(-c2oc3ccc(-c4cc(OC)c(OC)c(OC)c4)cc3c2C#Cc2ccsc2)cc1	2	0.97	-1	-3	11	-3	i	0.4
17	O=C(C=Cc1ccccc1)NCCNC(=O)C=Cc1ccccc1	2	/	-18	-9	0	/	22	-0.5
18	Cc1cccc(-c2noc(Cc3ccc(Cl)cc3)n2)c1	3	0.98	-21	7	-7	-18	20	3.5
19	Cc1ccc(C(=O)COC(=O)C2CC(=O)N(c3nc(-c4ccccc4)cs3)C2)cc1 (configuration not stated)	1	0.85	0	11	9	6	10	1.1
20	COc1ccc(-n2nc(C(=O)NCC(=O)Nc3cccc(C)n3)c3ccccc3c2=O)cc1	-3	0.85	3	-15	-9	6	-287	-1.9
21	CCCC(=O)C1=C(O)C(C(=O)OC)C(C)(C)CC1=NCCc1ccccc1 (configuration not stated)	1	0.93	1	2	-12	5	2	0.7
22	CCCCc1nnc(NC(=O)CSc2nc(=O)cc(N)n2-c2cccc(C)c2)s1	0	1.1	0	17	-14	-18	2	-1.9
23	CCC(=O)Nc1ccc(C(=O)OCc2ccccc2)cc1	-1	1.2	-1	-6	-26	-8	13	2.6
24	COc1ccc(S(=O)(=O)NCc2ccco2)c2ccccc12	0	1	-1	-9	29	-5	-1	0.9
25	CN1CCN(C(=O)c2ccc(Cl)cc2)CC1	0	0.89	-1	2	-22	11	16	0.2
26	Cc1ccc2[nH]cc(CCNC(=O)c3ccco3)c2c1	1	1	1	-5	12	7	15	1.4
27	CCCN1CCN(S(=O)(=O)c2ccc(-c3cc(C)no3)s2)CC1	1	0.89	3	6	-6	7	-1	3.7
28	CC(=O)N1c2ccc(S(=O)(=O)N3CCCC(C(=O)NC4CCCC(C)C4C)C3)cc2CC1C (configuration not stated)	1	0.77	-1	4	-2	-4	7	1.1
29	CSc1ncc(C(=O)Nc2cccnc2)c(C(F)(F)F)n1	-4	0.86	-2	3	-8	6	-19	1.5
30	Nc1nc2c(F)c(F)c(F)cc2s1	1	1.1	1	-5	-5	-29	2	-2.1

no.	smiles	SENP1 FRET inh	hIAP act	NR3A LBD binder	ATG4B inhibitor	PfG6PD inh	SENP6 inh	SENP8 inh	MPTP inh
31	O/N=C\c1cccn1-c1nccs1	0	1	0	3	3	26	11	-3.8
32	NC1(C(=O)O)CC1	0	1	2	-1	-16	-4	-3	-1.7
33	CC1CC(C)CN(S(=O)(=O)c2ccc(C(=O)N3CCCC3)cc2)C1 (configuration not stated)	3	1.2	0	7	-5	-3	-2	0.3
34	CC(C)C(=O)Nc1cccc(C(=O)N2CCCCC2C)c1 (configuration not stated)	-1	1.1	-3	4	-9	-5	5	1.5
35	O=C(NC1CC1)c1ccccc1	-1	/	/	/	0	/	14	0.1
36	Cc1ccc(C)c2sc(N3CCN(C(=O)c4ccc([N+](=O)[O-])o4)CC3)nc12	0	1	-2	-6	11	-5	11	1.2
37	O=C(Nc1ccccc1)N(Cc1ccc2c(c1)OCO2)Cc1nc2ccccc2c(=O)[nH]1	-2	1.6	3	-19	3	-1	8	-2.4
38	COc1ccc(C2C3=C(CCCC3=O)Nc3nc(SCc4ccc(C(=O)O)cc4)nn32)cc1OC (configuration not stated)	0	0.9	-1	-5	2	2	-66	-1.3
39	Cc1cc(C)n(-c2ccc(NC(=O)C3CCN(Cc4cnc(C)s4)CC3)cc2)n1	1	1.2	-3	22	-9	-17	14	0.2
40	COc1cc(C(=O)Nc2ccc(N3CCCS3(=O)=O)cc2)c([N+](=O)[O-])cc1OC	3	1	2	-6	1	-8	18	-0.5
41	O=C(Oc1ccc2c(-c3ccccc3)cc(=O)oc2c1)C1CCCCC1	-30	0.98	-1	5	5	5	-18	3.1
42	Oc1ccccc1-c1cc(-c2ccc(Cl)cc2)n[nH]1	0	1.5	31*	-1	30	89*	23	5.6
43	COC(=O)c1ccc2c(=O)n(CCCN3CCCC3=O)c(=S)[nH]c2c1	-1	0.91	-1	0	12	3	4	0.1
44	O=[N+]([O-])c1ccccc1N=Nc1ccc(O)cc1	2	0.78	-4	-16	4	33	34	19
45	c1nc(NC2CCCC2)c2[nH]cnc2n1	0	1.2	-1	-11	13	8	7	-1.1

Rewritten screen by screen: entries from further up.
[38] COc1ccc(C2C3=C(CCCC3=O)Nc3nc(SCc4ccc(C(=O)O)cc4)nn32)cc1OC (configuration not stated)
[39] Cc1cc(C)n(-c2ccc(NC(=O)C3CCN(Cc4cnc(C)s4)CC3)cc2)n1

screen / no. | 38 | 39
SENP1 FRET inh | 0 | 1
hIAP act | 0.9 | 1.2
NR3A LBD binder | -1 | -3
ATG4B inhibitor | -5 | 22
PfG6PD inh | 2 | -9
SENP6 inh | 2 | -17
SENP8 inh | -66 | 14
MPTP inh | -1.3 | 0.2

The listing continues.
no.	smiles	SENP1 FRET inh	hIAP act	NR3A LBD binder	ATG4B inhibitor	PfG6PD inh	SENP6 inh	SENP8 inh	MPTP inh
46	O=C(COc1ccccc1Cl)NNC(=O)c1ccc(-n2cncn2)c([N+](=O)[O-])c1	3	1.1	-1	-8	-12	5	18	-1.5
47	Cc1ccc(S(=O)(=O)Nc2ccc3nc(N)sc3c2)cc1	-1	1.1	-4	-10	11	-9	10	85*
48	O=C(NCc1ccc2c(c1)OCO2)c1cc(-c2ccccc2)c(N2CCOCC2)s1	3	1.2	1	-16	14	3	-96	-1.5
49	COc1ccc(NC(=O)c2ccsc2NC(C)=O)cc1	0	0.99	-10	0	34	-12	8	-1.8
50	CC(C)(CO)CNC(=O)CCc1nnc(C2(c3ccc(Cl)cc3)CCC2)o1	2	0.76	0	-5	5	-4	-9	1.0
51	NC(=O)COC(=O)c1sc2ccccc2c1Cl	1	0.92	0	3	-6	7	10	0.5
52	O=C(Nc1ccc(OC(F)F)c(Cl)c1)Nc1ccc2c(c1)OCO2	0	1.1	35*	5	14	-16	-1	92*
53	CC(=O)Nc1ccc(C(=O)Nc2ccc(S(=O)(=O)NCC3CCCO3)cc2)cc1 (configuration not stated)	3	1.3	-1	-4	-5	11	6	-1.6
54	Cc1nn(CCc2n[nH]c(=S)n2-c2cccc(Cl)c2)c(C)c1[N+](=O)[O-]	1	0.87	-1	19	32	-9	10	-1.0
55	Cc1nnc(SCC(=O)c2ccc(S(=O)(=O)N3CCOCC3)cc2)n1-c1ccccc1	9	1.1	1	-15	47	-26	-11	4.5
56	O=C(Nc1cccc(S(=O)(=O)NC2=NCCC2)c1)C1CCCCC1	-2	0.93	1	18	-16	-5	23	-1.1
57	CCOC(=O)c1c(CC(C)C)csc1N	-3	1	-5	2	23	-25	10	-0.4
58	O=C(O)c1ccccc1-c1ccccc1C(=O)NCCCO	1	1.1	0	7	-3	-6	-1	-0.6
59	O=S(=O)(c1ccc(-c2ccno2)s1)N1CCCCC1	2	1	-1	-6	2	3	-1	0.5
60	Cc1cc(NC(=O)CSCC(=O)N2CCN(c3ccccc3)CC2)no1	2	1.1	2	16	15	7	-2	-0.6

Given with values under each structure: two of the compounds above.
Sequence of screens – SENP1 FRET inh, hIAP act, NR3A LBD binder, ATG4B inhibitor, PfG6PD inh, SENP6 inh, SENP8 inh, MPTP inh
57: CCOC(=O)c1c(CC(C)C)csc1N
  -3, 1, -5, 2, 23, -25, 10, -0.4
58: O=C(O)c1ccccc1-c1ccccc1C(=O)NCCCO
  1, 1.1, 0, 7, -3, -6, -1, -0.6

(next part)
no.	smiles	SENP1 FRET inh	hIAP act	NR3A LBD binder	ATG4B inhibitor	PfG6PD inh	SENP6 inh	SENP8 inh	MPTP inh
61	COc1cccc(COC(=O)c2cc(S(=O)(=O)N3CCCCC3)ccc2N2CCOCC2)c1OC	0	1.1	19*	-13	-1	7	-1	-0.2
62	CC(=O)Oc1ccccc1C1OC(=O)c2ccccc2N1C(C)=O (configuration not stated)	1	1.2	1	0	3	0	-10	-1.3
63	COC(=O)c1c(C)oc(C)c1S(=O)(=O)NC(c1ccccc1)c1ccccc1	-3	0.94	-4	0	10	-16	4	-0.4
64	C=CCc1c(C)nc(SCc2ccccc2)[nH]c1=O	1	0.95	0	1	2	-43	11	-1.1
65	O=C(Cc1ccsc1)N1CCN(S(=O)(=O)c2cc(C(F)(F)F)cc(C(F)(F)F)c2)CC1	1	1.2	1	11	9	-13	4	53*
66	Nc1nc(COc2ccccc2C=O)nc(Nc2ccccc2)n1	2	0.99	2	19	-6	-20	15	0.1
67	COc1ccc(CCNC(=O)c2cc(=O)c3cc(C)ccc3o2)cc1OC	1	0.96	-1	0	-4	15	9	-0.3
68	CCOc1cc(C(=O)NCc2ccncc2)cc(OCC)c1OCC	2	0.97	-1	5	-6	-8	13	0.8
69	CN(C)CCCNC(=S)N1CCn2c(nc3ccccc32)C1	1	1.2	-4	1	-6	-10	7	4.2

Source: PubChem BioAssay
